DUSP3 inh – blocks human VHR1 dual specificity phosphatase. P51452. recombinant VHR phosphatase, pNPP absorbance. inhibition, % at 13.3 µM. 290,000 compounds, 0.52% hits. AID 1654; in the data active = inhibition above about 50%; note: some compounds called inactive have numbers as strong as hits
Target sequence (P51452 whole entry, looked up): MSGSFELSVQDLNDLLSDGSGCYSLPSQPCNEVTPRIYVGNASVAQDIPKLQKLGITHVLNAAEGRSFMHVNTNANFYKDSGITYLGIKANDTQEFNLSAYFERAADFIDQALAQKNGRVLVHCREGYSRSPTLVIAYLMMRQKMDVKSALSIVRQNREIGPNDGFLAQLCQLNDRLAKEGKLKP
Y pestis TopoI – Y. pestis Topo-I inhibition via cleavage products; Y. pestis Topo-I cleavage product accumulation, plate reader; 360,000 compounds, 0.064% hits; activity, % at 10 µM; in the data active = activity above about 50%, passing the limit was not always enough; inconclusive = no clear call, values can overlap the other calls; note: inactives centre near 2
TcdB inh – TcdB glycohydrolase inhibition | P18177 | TcdB glycohydrolase enzymatic assay, plate reader | inhibition, % at 9.99 µM | 350,000 compounds, 0.24% hits; in the data active = inhibition above about 10%
PfHsp40 rescue – restores yeast growth despite PfHsp40 toxicity | S. cerevisiae expressing PfHsp40, growth rescue, ATP luminescence | growth rescue, % at 12.5 µM | 340,000 compounds, 0.68% hits; in the data active = growth rescue above about 28%, passing the limit was not always enough; inconclusive = no clear call, values can overlap the other calls;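 note: yeast W303a lacking pdr1 and pdr3 grown in galactose medium; growth measured after three days at 30 °C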
Anthrax LF prot – blocks Bacillus anthracis lethal factor protease | P15917 | multiplex microsphere protease cleavage assay, LF | inhibition, % at 10 µM | 360,000 compounds, 0.12% hits | AID 588501; note: plate controls were buffer without enzyme for full effect and enzyme alone for no effect
Target sequence (P15917 whole entry, looked up): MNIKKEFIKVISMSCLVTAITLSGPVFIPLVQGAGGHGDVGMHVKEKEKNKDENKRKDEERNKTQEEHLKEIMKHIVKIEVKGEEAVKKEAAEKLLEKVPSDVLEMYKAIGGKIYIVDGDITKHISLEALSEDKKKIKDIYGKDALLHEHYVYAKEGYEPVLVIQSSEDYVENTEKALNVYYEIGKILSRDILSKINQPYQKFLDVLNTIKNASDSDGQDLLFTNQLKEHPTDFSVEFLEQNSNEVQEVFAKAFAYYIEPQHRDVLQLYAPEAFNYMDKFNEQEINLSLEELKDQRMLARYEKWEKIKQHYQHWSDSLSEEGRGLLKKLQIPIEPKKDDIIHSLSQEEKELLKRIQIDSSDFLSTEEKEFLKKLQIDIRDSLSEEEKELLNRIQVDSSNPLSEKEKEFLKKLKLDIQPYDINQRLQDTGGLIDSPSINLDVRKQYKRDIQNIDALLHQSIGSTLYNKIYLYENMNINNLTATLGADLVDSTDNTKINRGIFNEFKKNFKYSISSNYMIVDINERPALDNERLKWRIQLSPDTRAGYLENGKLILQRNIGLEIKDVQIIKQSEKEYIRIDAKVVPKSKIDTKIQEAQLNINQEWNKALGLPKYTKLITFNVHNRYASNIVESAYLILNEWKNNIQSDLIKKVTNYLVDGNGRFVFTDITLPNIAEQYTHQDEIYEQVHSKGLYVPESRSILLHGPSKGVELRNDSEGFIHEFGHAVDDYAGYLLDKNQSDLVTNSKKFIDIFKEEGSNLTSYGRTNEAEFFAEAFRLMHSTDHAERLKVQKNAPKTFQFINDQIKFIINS
CCHF vOTU inh – CCHFV vOTU protease inhibition; 370,000 compounds, 0.55% hits; inhibition, % at 11.5 µM; Pep-AMC fluorescence; AID 651958; in the data active = inhibition above about 30%; note: 0% = vehicle wells with enzyme and 100% = no enzyme wells
BoNT A protease – inhibitors of Botulinum neurotoxin A light chain protease | multiplex microsphere protease substrate cleavage, flow cytometry | inhibition, % at 10 µM | 360,000 compounds, 0.17% hits | AID 588499; note: plate controls were buffer without enzyme for full effect and enzyme alone for no effect
SARS 3CLpro inh – SARS-CoV 3CLpro protease inhibition; P0C6X7; recombinant SARS-CoV 3CLpro, quenched FRET peptide cleavage; inhibition, % at 6 µM; 290,000 compounds, 0.14% hits; in the data active = inhibition above about 12%
BH1578 lux ind – inducers of Vibrio cholerae quorum light production without autoinducers | V. cholerae BH1578 lux reporter, luminescence, 6 h | activation, % at 18.7 µM | 350,000 compounds, 0.16% hits; in the data active = activation mostly above about 9.7%, no sharp cut-off; inconclusive = no clear call, values can overlap the other calls; inactive = mostly below about 3.7%; note: not every result past the cut was called active; inactives centre near 0; reference of the scale not given here
PriA SSB inh – inhibitors of Klebsiella pneumoniae PriA binding to SSB C-terminal tail; AlphaScreen SSBct-PriA binding, biotinylated peptide; inhibition, % at 33 µM; 430,000 compounds, 0.6% hits; AID 1272365; in the data active = inhibition mostly above about 37%, no sharp cut-off; inactive = mostly below about 20%;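 note: plate controls were negative control peptide for no effect and reference peptide for full effect; strong numbers were not always called active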
An asterisk follows results filed as active. Cut-off read from the data, not from the text of the source, unless noted: active = inhibition above about 30%; inconclusive = no clear call, values can overlap the other calls; inactive = below that. Some of the compounds tested (hit frequency here may not be typical).

O=C(c1cc2nc(-c3ccco3)cc(C(F)(F)F)n2n1)N1CCCCCC1 was read as DUSP3 inh 5, Y pestis TopoI 2, TcdB inh 1.2, PfHsp40 rescue -0.4, Anthrax LF prot 4, CCHF vOTU inh 5, BoNT A protease 1.0, SARS 3CLpro inh 0, BH1578 lux ind inactive and PriA SSB inh -2.
CC(C)(C)CC(=O)NC(=S)N1CCCCCC1 was read as DUSP3 inh 3, Y pestis TopoI 4, PfHsp40 rescue -0.6, Anthrax LF prot -4, CCHF vOTU inh -1, BoNT A protease 0.4, SARS 3CLpro inh 3, BH1578 lux ind -0.2 and PriA SSB inh -25.
Screening CC(C)(O)C#Cc1ccc(C(=O)NCc2cccs2)s1 returned DUSP3 inh 14, Y pestis TopoI -4, PfHsp40 rescue 0.1, Anthrax LF prot -7, CCHF vOTU inh -1, BoNT A protease -0.6, SARS 3CLpro inh -1, BH1578 lux ind 4.5 and PriA SSB inh -17.
For COc1ccc(NC(=O)CSc2nnc(C)n2Cc2ccccc2)cc1 the results were DUSP3 inh 4, Y pestis TopoI -4, PfHsp40 rescue -1.4, Anthrax LF prot 6, CCHF vOTU inh -16, BoNT A protease -1.7, SARS 3CLpro inh 5, BH1578 lux ind inactive and PriA SSB inh -5.
For CN(CC(=O)NCCCN1CCOCC1)S(=O)(=O)c1cc(Cl)ccc1Cl the results were DUSP3 inh 15, Y pestis TopoI 2, TcdB inh 2.0, PfHsp40 rescue -1.0, Anthrax LF prot 2, CCHF vOTU inh 17, BoNT A protease -1.2, SARS 3CLpro inh -5, BH1578 lux ind inactive and PriA SSB inh 0.
`COC(=O)[C@]1(Cc2ccccc2)N[C@H](CN(C)C(C)=O)[C@@H]2C(=O)N(C)C(=O)[C@@H]21` gave Y pestis TopoI -3, TcdB inh -1.0, PfHsp40 rescue -0.6, Anthrax LF prot -2, CCHF vOTU inh -9, BoNT A protease -0.3, BH1578 lux ind -1.0 and PriA SSB inh -11.
`Nc1cc2c(cc1[N+](=O)[O-])OCCOCCOCCO2` gave DUSP3 inh 22, Y pestis TopoI 2, TcdB inh 3.0, PfHsp40 rescue -0.1, Anthrax LF prot -3, CCHF vOTU inh 1, BoNT A protease -1.1, SARS 3CLpro inh 3, BH1578 lux ind -0.3 and PriA SSB inh -1.
For COc1ccc(CNC(=O)C(=O)NCC(c2ccco2)N2CCOCC2)cc1 (stereo unspecified) the results were DUSP3 inh -8, Y pestis TopoI -4, PfHsp40 rescue -2.1, Anthrax LF prot 1, CCHF vOTU inh -1, BoNT A protease 0.6, SARS 3CLpro inh 1, BH1578 lux ind -0.2 and PriA SSB inh -2.
CCc1cc(=O)oc2cc(C)cc(OCC(=O)NCc3ccncc3)c12 was read as DUSP3 inh -4, Y pestis TopoI -2, TcdB inh 1.9, PfHsp40 rescue -0.9, Anthrax LF prot 2, CCHF vOTU inh -11, BoNT A protease -0.6, SARS 3CLpro inh 1, BH1578 lux ind inactive and PriA SSB inh -9.
`CCN(CC)C(=O)COc1ccc2oc(C)c(C(=O)OC)c2c1` gave DUSP3 inh 22, Y pestis TopoI 8, PfHsp40 rescue 0.5, Anthrax LF prot 0, CCHF vOTU inh 1, BoNT A protease -0.2, SARS 3CLpro inh 3 and PriA SSB inh -2.
`O=C(NC1CCCCCC1)c1ccc(CN2CCOCC2)cc1` gave DUSP3 inh 17, Y pestis TopoI 1, PfHsp40 rescue 4.9, Anthrax LF prot -4, CCHF vOTU inh 0, BoNT A protease 0.5, SARS 3CLpro inh -2, BH1578 lux ind 0.3 and PriA SSB inh -15.
Screening CCOc1ccccc1OCCOCCN1CCN(Cc2ccccc2)CC1 returned DUSP3 inh 31, Y pestis TopoI -2, TcdB inh -0.6, PfHsp40 rescue -0.2, Anthrax LF prot -2, CCHF vOTU inh 1, BoNT A protease -1.1, SARS 3CLpro inh 3, BH1578 lux ind -0.1 and PriA SSB inh -5.
COc1ccc(-c2csc3ncnc(N4CCN(S(=O)(=O)c5ccc(C(C)=O)cc5)CC4)c23)cc1 was read as Y pestis TopoI 26, TcdB inh 1.2, PfHsp40 rescue 2.7, Anthrax LF prot -3, CCHF vOTU inh -9, BoNT A protease 4.7, BH1578 lux ind -2.8 and PriA SSB inh -7.
Screening COc1ccc2cc(CN(CCO)C(=O)c3ccc(Br)cc3)c(=O)[nH]c2c1 returned DUSP3 inh 11, Y pestis TopoI 9, PfHsp40 rescue 0.4, Anthrax LF prot -4, CCHF vOTU inh 29, BoNT A protease -0.9, SARS 3CLpro inh -4, BH1578 lux ind inactive and PriA SSB inh 0.
For CCCCCCC1CCC(C(=O)Nn2c(C)nc3ccccc3c2=O)CC1 (stereo unspecified) the results were DUSP3 inh 4, Y pestis TopoI 4, PfHsp40 rescue 3.9, Anthrax LF prot 2, CCHF vOTU inh 6, BoNT A protease -0.2, SARS 3CLpro inh 0, BH1578 lux ind inactive and PriA SSB inh -4.
O=C(O)c1ccc2c(=O)n3c(nc2c1)/C(=C/c1ccc(C(F)(F)F)cc1)CC3 was read as DUSP3 inh 14, Y pestis TopoI 7, TcdB inh -0.3, PfHsp40 rescue -1.6, Anthrax LF prot 2, CCHF vOTU inh -8, BoNT A protease -2.3, SARS 3CLpro inh 3, BH1578 lux ind inactive and PriA SSB inh 1.
`Cc1[nH]n(-c2ccc(Cl)c(Cl)c2)c(=O)c1CCO` gave DUSP3 inh 0, Y pestis TopoI 20, TcdB inh 0.4, PfHsp40 rescue -1.5, Anthrax LF prot 0, CCHF vOTU inh -9, BoNT A protease -0.5, SARS 3CLpro inh 3, BH1578 lux ind -0.1 and PriA SSB inh -11.
For CCOC(=O)N/N=C(\C)c1ccc(C)c([N+](=O)[O-])c1 the results were DUSP3 inh -23, Y pestis TopoI -2, PfHsp40 rescue -1.0, Anthrax LF prot -2, CCHF vOTU inh 13, BoNT A protease -0.1, SARS 3CLpro inh 5 and BH1578 lux ind 0.1.
`Cc1cc(C)c(OCC(=O)OC(C)C(=O)NCc2ccccc2)c(C)c1` (stereo unspecified) gave Y pestis TopoI 12, TcdB inh 0.3, Anthrax LF prot 2, CCHF vOTU inh -1, BoNT A protease 0.8, BH1578 lux ind -0.7 and PriA SSB inh -16.
Screening COc1ccc(NC(=S)c2ccc3ccccc3n2)cc1 returned DUSP3 inh 24, Y pestis TopoI 3, PfHsp40 rescue 0.2, Anthrax LF prot -2, BoNT A protease -1.5, SARS 3CLpro inh -2, BH1578 lux ind -2.0 and PriA SSB inh 44*.

The final 4 records of the section above open the next one.
`Cc1[nH]n(-c2ccc(Cl)c(Cl)c2)c(=O)c1CCO` gave DUSP3 inh 0, Y pestis TopoI 20, TcdB inh 0.4, PfHsp40 rescue -1.5, Anthrax LF prot 0, CCHF vOTU inh -9, BoNT A protease -0.5, SARS 3CLpro inh 3, BH1578 lux ind -0.1 and PriA SSB inh -11.
For CCOC(=O)N/N=C(\C)c1ccc(C)c([N+](=O)[O-])c1 the results were DUSP3 inh -23, Y pestis TopoI -2, PfHsp40 rescue -1.0, Anthrax LF prot -2, CCHF vOTU inh 13, BoNT A protease -0.1, SARS 3CLpro inh 5 and BH1578 lux ind 0.1.
`Cc1cc(C)c(OCC(=O)OC(C)C(=O)NCc2ccccc2)c(C)c1` (stereo unspecified) gave Y pestis TopoI 12, TcdB inh 0.3, Anthrax LF prot 2, CCHF vOTU inh -1, BoNT A protease 0.8, BH1578 lux ind -0.7 and PriA SSB inh -16.
Screening COc1ccc(NC(=S)c2ccc3ccccc3n2)cc1 returned DUSP3 inh 24, Y pestis TopoI 3, PfHsp40 rescue 0.2, Anthrax LF prot -2, BoNT A protease -1.5, SARS 3CLpro inh -2, BH1578 lux ind -2.0 and PriA SSB inh 44*.
O=C(O)COc1ccc2c3c(c(=O)oc2c1)CCC3 was read as DUSP3 inh 12, Y pestis TopoI 6, PfHsp40 rescue -0.4, Anthrax LF prot -2, CCHF vOTU inh -23, BoNT A protease -0.7, SARS 3CLpro inh -1, BH1578 lux ind inactive and PriA SSB inh -1.
`CC(C)(C)NC(=O)C(=O)NNC(=O)COc1ccc(Br)cc1` gave DUSP3 inh 3, Y pestis TopoI -3, PfHsp40 rescue -1.9, Anthrax LF prot -2, CCHF vOTU inh -5, BoNT A protease 0.2, SARS 3CLpro inh -3, BH1578 lux ind -0.1 and PriA SSB inh -11.
For CC(NC(=O)c1cc2cc(Cl)ccc2oc1=N)c1ccccc1 (stereo unspecified) the results were DUSP3 inh 10, Y pestis TopoI inconclusive, TcdB inh 1.9, PfHsp40 rescue 0.4, Anthrax LF prot -4, CCHF vOTU inh -1, BoNT A protease 0.3, SARS 3CLpro inh 3, BH1578 lux ind -1.6 and PriA SSB inh -8.
`CCn1c(C)c(C)c2cc(C(=O)NCCc3ccco3)ccc21` gave DUSP3 inh 5, Y pestis TopoI 8, TcdB inh 0.6, PfHsp40 rescue -0.7, Anthrax LF prot 0, CCHF vOTU inh 11, BoNT A protease 1.1, SARS 3CLpro inh 5, BH1578 lux ind 5.6 and PriA SSB inh -14.
For Cc1ccc(CC(=O)N2CCN(S(=O)(=O)c3ccccc3)CC2)cc1C the results were Y pestis TopoI -1, TcdB inh 1.2, Anthrax LF prot -3, CCHF vOTU inh 11, BoNT A protease 3.7, BH1578 lux ind inactive and PriA SSB inh -13.
For CN(C)CCn1c2c(c(SCC(=O)Nc3ccc4c(c3)OCCO4)nc1=O)CCCC2 the results were Y pestis TopoI -5, TcdB inh 0.9, PfHsp40 rescue -0.9, Anthrax LF prot 1, CCHF vOTU inh -8, BoNT A protease 2.2, BH1578 lux ind -1.4 and PriA SSB inh 1.
For O=C1c2ccccc2S(=O)(=O)c2cc(C(=O)N3CCN(c4ccccc4)CC3)ccc21 the results were Y pestis TopoI 35, TcdB inh -2.1, PfHsp40 rescue 3.1, Anthrax LF prot -7, CCHF vOTU inh -10, BoNT A protease -0.2, BH1578 lux ind inactive and PriA SSB inh 27.
For CCOC(=O)CN(C(=O)c1snc(C(N)=O)c1N)C(C(=O)NCCC(C)C)c1ccc(F)cc1 (stereo unspecified) the results were DUSP3 inh 5, Y pestis TopoI 17, TcdB inh 1.9, PfHsp40 rescue 0.2, Anthrax LF prot -9, CCHF vOTU inh -11, BoNT A protease 2.3, SARS 3CLpro inh 1, BH1578 lux ind inactive and PriA SSB inh -1.
Screening COc1ccc(OCC(O)Cn2c(N)nc3c2c(=O)[nH]c(=O)n3C)cc1 (stereo unspecified) returned DUSP3 inh 40, Y pestis TopoI -1, TcdB inh 1.3, PfHsp40 rescue 0.7, Anthrax LF prot 3, CCHF vOTU inh 1, BoNT A protease -0.4, SARS 3CLpro inh 1, BH1578 lux ind -0.2 and PriA SSB inh -11.
For CC1N(C)c2cc(NC(=O)c3ccco3)ccc2C1(C)C (stereo unspecified) the results were DUSP3 inh 25, Y pestis TopoI -1, TcdB inh -2.4, PfHsp40 rescue 1.4, Anthrax LF prot -15, CCHF vOTU inh -2, BoNT A protease 12, SARS 3CLpro inh -2, BH1578 lux ind inactive and PriA SSB inh 21.
Screening COc1cc(C[C@@H](C)[C@@H](C)Cc2ccc(O)c(OC)c2)ccc1O returned Y pestis TopoI -3, TcdB inh 3.7, PfHsp40 rescue 3.8, Anthrax LF prot 8, CCHF vOTU inh 6, BoNT A protease 0.4, BH1578 lux ind -0.4 and PriA SSB inh 13.
`O=C(C1CCN(c2nnc(-n3cccc3)s2)CC1)N1CCOCC1` gave DUSP3 inh 9, Y pestis TopoI 4, TcdB inh 1.4, PfHsp40 rescue 0.4, Anthrax LF prot -12, CCHF vOTU inh -6, BoNT A protease -0.1, SARS 3CLpro inh 7, BH1578 lux ind -0.2 and PriA SSB inh -7.

Compound activity as filed in PubChem.
